Source: PubChem BioAssay (several laboratories)
HIV peptide binding: inhibitors of HIV fusion peptide binding, primary screen, biochemical, uHTS, fluorescence dequenching (AID 1986). cell-free peptide binding, fluorescence dequenching, 30 min; higher % means a stronger effect. inhibition, % at 20 µM, or IC50 in µM where a hit was titrated. actives 0.3% (n = 290,000); in the data active = inhibition mostly above about 52%, no sharp cut-off; inactive = mostly below about 76%; note: some results filed as inactive read as strong as hits
XIAP antagonists: XIAP antagonists, biochemical, IAP family, fluorescence polarization (AID 1018); E3 ubiquitin-protein ligase XIAP (Homo sapiens); XIAP BIR domain, fluorescence polarization peptide displacement; higher % means a stronger effect; displacement, % at 20 µM, or IC50 in µM where a hit was titrated; actives 0.007% (n = 200,000); in the data active = displacement above about 50%; note: a part of the inactive calls stands beside numbers as strong as those of hits
RSV CPE inhibition: RSV antiviral activity via CPE protection, HEp-2 cells, primary 10 µM value included (AID 2391). HEp-2 cells, RSV-induced CPE inhibition; higher % means a stronger effect. one-dose CPE inhibition, % at 10 µM; IC50 in µM for titrated hits. actives 0.13% (n = 310,000); in the data active = a potency from the dose series; inconclusive = CPE inhibition mostly from about 23% at the one dose, without a potency; inactive = the rest, 99 in 100 with CPE inhibition below about 21%; note: strong numbers were not always called active
LYP phosphatase: inhibitors of LYP phosphatase, biochemical, fluorescence intensity, uHTS (AID 1779) | recombinant LYP phosphatase, fluorescence intensity; higher % means a stronger effect | actives 0.054% (n = 290,000) | Tyrosine-protein phosphatase non-receptor type 22 (Homo sapiens) | inhibition, % at 11.5 µM, or IC50 in µM where a hit was titrated; in the data active = inhibition above about 50%;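 note: plate controls were vehicle with enzyme for no effect and no enzyme for full effect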
Dengue-2 NS5 capping: Dengue-2 NS5 methyltransferase inhibitors, primary screen, biochemical, confirmation dose response (AID 588689); Genome polyprotein (Dengue virus type 2 (strain 16681-PDK53)); Dengue-2 NS5 methyltransferase capping enzyme assay, biochemical; higher % means a stronger effect; inhibition, % at 25 µM; hits with a dose series show IC50 in µM; actives 0.3% (n = 340,000); in the data active = a potency from the dose series; inconclusive = inhibition above about 29% without an active follow-up result
AID2073: inhibitors of Mint1-CaV2.2 protein interaction, biochemical, HTRF (AID 2073); Voltage-dependent N-type calcium channel subunit alpha-1B (Homo sapiens); HTRF protein-protein interaction, Mint1-CaV2.2; higher % means a stronger effect; inhibition, % at 20 µM, or IC50 in µM where a hit was titrated; actives 0.19% (n = 290,000); in the data active = inhibition mostly above about 51%, no sharp cut-off; inconclusive = no clear call, values can overlap the other calls; inactive = mostly below about 53%; note: some results filed as inactive read as strong as hits
Large T inhibition: SV40 large T antigen inhibitors, biochemical (AID 1903). SV40 large T antigen ATPase/helicase inhibition assay; higher % means a stronger effect. actives 0.39% (n = 310,000). inhibition, % at 20 µM; hits with a dose series show IC50 in µM; in the data active = a potency from the dose series; inconclusive = inhibition mostly from about 32% at the one dose, without a potency; inactive = the rest, 99 in 100 with inhibition below about 32%; note: strong numbers were not always called active
Rac1 GTP hydrolysis: MgcRacGAP GTPase-activating activity inhibitors, confirmation, biochemical, ADP Hunter fluorescence | one-dose inhibition, % at 30 µM; IC50 in µM for titrated hits | MgcRacGAP-stimulated Rac1 GTP hydrolysis, ADP Hunter fluorescence; higher % means a stronger effect; GST-tagged Rac1 F28L mutant substrate | Rac GTPase-activating protein 1 (Homo sapiens) | actives 0.6% (n = 340,000);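 active = first-screen hits whose inhibition reached a set limit at any dose in the follow-up dose series; inconclusive = inhibition above the set first-screen limit but never retested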;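 note: fluorescence reports GDP produced by GAP-driven GTP hydrolysis; strong numbers were not always called active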
Siah-1 displacement: Siah-1 peptide-binding antagonists, primary screen, biochemical, fluorescence polarization, rhodamine-plectin, uHTS (AID 1817). Siah-1 / rhodamine-plectin peptide fluorescence polarization; higher % means a stronger effect. actives 0.02% (n = 290,000). displacement, % at 20 µM; hits with a dose series show IC50 in µM. E3 ubiquitin-protein ligase SIAH1 (Homo sapiens);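 active = displacement of at least 50% at 20 µM, with a fluorescence ratio check between 0.3 and a set limit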;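 note: plate controls were Siah plus tracer with DMSO for no effect and tracer alone without Siah for full effect; strong numbers were not always called active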
Dengue-2 NS5 capping pilot replicate: second read-out of Dengue-2 NS5 capping, no call of its own (marks repeat the call); inhibition, %; measured here: pilot screen replicate inhibition
Numbers without * were called inactive; ? = inconclusive; / = no result given.

The first 5 compounds, ahead of the listing:
SMILES | HIV peptide binding | XIAP antagonists | RSV CPE inhibition | LYP phosphatase | Dengue-2 NS5 capping | AID2073 | Large T inhibition | Rac1 GTP hydrolysis | Siah-1 displacement | others
CCOc1ccc(NC(=O)/C=C/c2ccccc2)c([N+](=O)[O-])c1 | 8.0% | -3.7% | 2.6% | -8.2% | 0.0% | 7.8% | 0.7% | 3.1% | -2.6%
Cn1ccsc1=NC(=O)c1cc(S(=O)(=O)N2CCOCC2)ccc1Cl | / | / | 0.6% | / | 5.8% | / | 12.6% | 5.3% | /
CCOc1c(Cl)cc(CNCc2ccncc2)cc1OC | 0.1% | -5.4% | ? | -13.1% | -6.8% | -8.3% | 17.9% | -1.9% | 5.1%
CC(C)OCCCNC(=O)CN1C(=O)/C(=C/c2ccccc2)Sc2ccccc21 | 0.6% | -24.1% | 1.8% | -3.9% | -4.4% | -10.6% | 4.8% | -14.8% | 2.2%
O=C(NNC(=O)C1CC2CCC1C2)c1sc2ccccc2c1Cl (configuration not stated) | -1.8% | -2.8% | 8.2% | -0.9% | -6.5% | -1.1% | 11.9% | 6.1% | -4.3%

The list itself (from the top)
SMILES | HIV peptide binding | XIAP antagonists | RSV CPE inhibition | LYP phosphatase | Dengue-2 NS5 capping | AID2073 | Large T inhibition | Rac1 GTP hydrolysis | Siah-1 displacement | others
CCOc1ccc(NC(=O)/C=C/c2ccccc2)c([N+](=O)[O-])c1 | 8.0% | -3.7% | 2.6% | -8.2% | 0.0% | 7.8% | 0.7% | 3.1% | -2.6%
Cn1ccsc1=NC(=O)c1cc(S(=O)(=O)N2CCOCC2)ccc1Cl | / | / | 0.6% | / | 5.8% | / | 12.6% | 5.3% | /
CCOc1c(Cl)cc(CNCc2ccncc2)cc1OC | 0.1% | -5.4% | ? | -13.1% | -6.8% | -8.3% | 17.9% | -1.9% | 5.1%
CC(C)OCCCNC(=O)CN1C(=O)/C(=C/c2ccccc2)Sc2ccccc21 | 0.6% | -24.1% | 1.8% | -3.9% | -4.4% | -10.6% | 4.8% | -14.8% | 2.2%
O=C(NNC(=O)C1CC2CCC1C2)c1sc2ccccc2c1Cl (configuration not stated) | -1.8% | -2.8% | 8.2% | -0.9% | -6.5% | -1.1% | 11.9% | 6.1% | -4.3%
COCCN1Cc2cccc(C(=O)Nc3cccc(C)c3C)c2C1=O | 12.4% | -2.2% | 2.0% | -5.2% | -4.0% | 2.1% | -2.6% | 5.6% | 6.8%
COc1ccc(CCNCC(O)Cn2ccc3ccccc32)cc1OC (configuration not stated) | -1.1% | / | -1.7% | -5.5% | -7.7% | 1.9% | 0.4% | 3.6% | 3.9%
CC(=O)Cc1c(C(=O)O)c(C)nn1-c1ccccc1 | -0.6% | -6.1% | 1.0% | -3.6% | / | 29.0% | 15.9% | 4.1% | 12.5%
CCCn1cc(SCC(N)=O)c2ccccc21 | -1.2% | / | -0.5% | -7.6% | -4.2% | 1.0% | 17.7% | -0.7% | 1.7%
O=C(NC(=S)NC1CCSC1=O)c1ccc([N+](=O)[O-])cc1 (configuration not stated) | -1.4% | / | 1.3% | -5.6% | -1.3% | 1.8% | 13.2% | 10.7% | -2.2%
COc1ccc(CNC(=O)Cn2nnc(-c3ccc(NC(=O)C4CCCCC4)cc3)n2)cc1 | -0.3% | -0.7% | 1.7% | -4.3% | -7.1% | -0.9% | 4.3% | 7.9% | 5.5%
CCOC(=O)C1CCN(S(=O)(=O)c2ccc(C(=O)OC)cc2)CC1 | -2.1% | -4.8% | 0.1% | 1.0% | 0.0% | -5.2% | 16.7% | -3.0% | 2.1%
COCc1cc(C)nc2sc(C(=O)Nc3ccc(OC)cc3)c(N)c12 | 1.8% | / | 20.5% | -0.6% | -2.3% | 20.3% | 4.9% | 7.1% | 1.8%
CCCCN(c1ccc(C(=O)OC)cc1)S(=O)(=O)c1ccccc1 | -0.3% | -4.3% | 0.2% | 0.7% | -2.2% | -5.9% | 15.9% | 3.4% | -3.3%
COc1ccc(-c2nc3ccccc3c(=O)n2CCOc2ccc(C)cc2C)cc1 | 0.6% | -11.1% | 4.8% | -6.4% | 10.6% | 10.4% | 14.4% | -2.7% | -3.2%
Cn1nc(C(F)(F)F)cc1C(=O)Nc1ccc(Cl)cc1 | -0.4% | / | ? | -7.9% | -2.3% | -15.3% | 5.3% | 0.2% | -4.4%
CN(C)c1ccc(/C=N/NC(=O)C2CC2c2ccccc2)cc1 (configuration not stated) | -4.3% | -4.0% | 6.8% | 2.8% | 8.6% | -22.5% | 12.8% | 7.7% | -3.4%
O=C(NN1C(=O)C2C3C=CC(O3)C2C1=O)c1ccccc1 (configuration not stated) | -1.6% | -7.4% | 11.8% | -4.9% | -8.7% | 16.7% | 3.9% | 2.8% | -6.2%
CC(C)Oc1cccc(C(=O)C2CCCN(S(=O)(=O)C(C)C)C2)c1 (configuration not stated) | 2.3% | -5.3% | 8.5% | -5.0% | 0.8% | -1.8% | 0.7% | 6.6% | -0.7%
Nc1nnc(SCC(=O)NC2CCCCC2)n1-c1ccccc1 | 0.0% | -4.2% | 2.8% | 0.3% | -3.1% | 0.2% | 0.8% | 7.4% | -1.9%
CCOC(=O)C1CCN(S(=O)(=O)c2ccc(OC)c(Cl)c2Cl)CC1 | 1.7% | -13.1% | 1.0% | -2.9% | -3.5% | -11.0% | -3.3% | 4.7% | 0.7%
O=C(Nc1ccc(Cl)cc1)C1c2cccc[n+]2CC(=O)N1Cc1ccc2c(c1)OCO2 (configuration not stated) | 16.1% | -1.8% | 1.5% | -7.0% | 31.0% | 7.2% | 11.5% | -4.0% | -1.5%
Cc1ccc(SCC(=O)O/N=C(\N)c2cccc([N+](=O)[O-])c2)cc1 | -1.0% | -3.7% | -1.3% | -3.5% | -9.6% | -9.5% | 24.4% | 7.5% | 7.8%
COc1ccc(NC(=O)c2sc3nc(C)nc(N4CCN(c5ccccn5)CC4)c3c2C)cc1Cl | 0.3% | / | 1.9% | 9.3% | -16.7% | 28.1% | -2.3% | 1.4% | 3.1%
COc1ccc(C(=O)N/C(=C\c2cn(S(=O)(=O)N(C)C)c3ccccc23)C(=O)N2CCOCC2)cc1 | -0.3% | / | 1.3% | -12.8% | -8.0% | 9.0% | 2.5% | 6.4% | 2.2%
Cc1cc(C)c2c(=O)[nH]c(SCC(=O)Nc3ccc(N(C)C)cc3)nc2n1 | 4.2% | -5.2% | -0.7% | -3.7% | 4.1% | -18.0% | 31.4% | ? | -12.1%
COc1cccc2c1Oc1ncccc1N(C(=O)CCC(=O)NCc1cccc(C)c1)C2 | -0.7% | / | 2.3% | -10.4% | -6.4% | 10.2% | 13.3% | 8.0% | 6.3%
CCN(CCO)c1ccc(N=Nc2cc(C)[nH]n2)cc1 | 7.0% | / | 2.5% | 3.9% | -23.3% | -9.9% | 8.8% | 9.1% | -0.2%
CC1CCCCN1C(=O)c1cc2nc(-c3ccccc3)cc(-c3ccccc3)n2n1 (configuration not stated) | 3.0% | -11.6% | 19.3µM* | 15.1% | -10.6% | 38.5% | 3.1% | 1.5% | -4.5%
Cc1cc(C)n2c(SCC(=O)Nc3ccccc3)nnc2n1 | 2.5% | -3.9% | 0.9% | -6.0% | 2.9% | 1.7% | 3.4% | 5.7% | 1.8%
O=c1c(-c2ccccc2)coc2c(CN3CCCC3)c(O)ccc12 | 1.1% | -5.2% | 0.1% | 1.6% | -6.5% | 24.7% | 14.4% | 1.8% | -3.4%
O=C(COc1ccc2c(-c3ccccc3)cc(=O)oc2c1)N[C@@H](Cc1c[nH]c2ccc(O)cc12)C(=O)O | 23.2% | / | / | -11.5% | 9.1% | 3.8% | 50.5% | -0.3% | -5.4%
Cc1nc(SCC(=O)c2cc3ccccc3oc2=O)c(C#N)c(C)c1C(=O)Nc1ccccc1 | 6.1% | -8.4% | / | 5.7% | / | -8.6% | 5.4% | / | 9.0%
COc1ccc(/C=C(/C#N)C(=O)Nc2ccc(C)cc2C)cc1C(=O)O | 2.7% | -6.7% | 0.9% | 3.7% | -2.8% | -3.4% | 19.8% | 4.5% | -4.0%
COc1cc(S(=O)(=O)N2CCOCC2)ccc1NC(=O)COC(=O)CC12CC3CC(CC(C3)C1)C2 | 1.1% | -2.2% | ? | 16.7% | -7.5% | 15.8% | 10.7% | -4.9% | -4.2% | Dengue-2 NS5 capping pilot replicate=-5.1
CC1CC1C(=O)OCC(=O)NCc1ccccc1Cl (configuration not stated) | 0.4% | -4.6% | 0.7% | 3.8% | -5.0% | 10.1% | 2.9% | 7.1% | 2.6%
CCN(CC(=O)Nc1c(F)cccc1F)C(=O)CCNS(=O)(=O)c1ccccc1C(F)(F)F | / | / | -1.7% | / | -5.9% | / | 19.6% | 6.1% | /
COc1ccc(O)c(-c2[nH]ncc2C(=O)c2cccc(C)c2)c1 | -4.2% | / | 1.4% | -2.2% | 1.3% | 14.2% | 8.5% | -3.2% | -2.4%
C/C(Cl)=C\Cn1c(N2CCCC2)nc2c1c(=O)[nH]c(=O)n2C | -1.6% | -4.2% | -0.5% | -5.4% | -0.6% | -5.8% | 106.0% | 4.9% | 1.5%
COCCCNc1nc2ccccc2nc1NS(=O)(=O)c1cccs1 | -1.4% | -1.8% | 0.8% | -0.9% | -0.8% | 6.3% | 2.6% | 11.8% | -1.7%
Cc1cc(OCc2nc3ccccc3s2)ccc1N | 0.2% | / | 2.7% | -8.9% | -5.4% | -28.3% | 36.5% | 60.7µM* | -8.9%
C[C@@H](C(=O)NCc1ccccn1)[C@H]1C[C@]1(C)[C@H](NC(=O)OCc1ccccc1)c1ccccc1 | -0.7% | -5.7% | -0.6% | -4.7% | -3.6% | 10.6% | 3.0% | 10.4% | 0.3%
COc1c(O)ccc(/C=N/NC(=O)c2ccc3c(c2)OCCO3)c1[N+](=O)[O-] | 0.0% | / | 0.9% | -6.5% | 2.4% | -2.8% | 21.0% | 12.4% | 12.8%
Cc1cc(F)c(F)c(C(=O)N2C(C)CCCC2C)c1Cl (configuration not stated) | 1.9% | -3.7% | 0.9% | -4.4% | -5.4% | 2.6% | 5.9% | -0.3% | 1.9%
C1=C(C(c2nnnn2C2CCCCC2)N2CCCCC2)COc2ccccc21 (configuration not stated) | 14.5% | -1.9% | 1.4% | -4.0% | -4.1% | -5.0% | 0.9% | 7.1% | 6.6%
CCOc1ccc(/C=C/C(=O)OCC(=O)c2ccccc2OC)cc1OC | / | / | -0.7% | / | -5.8% | / | 5.1% | 5.0% | /
